Assay outcomes (PubChem BioAssay)
SENP6 block: SENP6 protease inhibitors, primary screen, biochemical, luminescence, uHTS; inhibition, % at 10 µM; 1.8% of 330,000 active; Recombinant SENP6 catalytic domain, aminoluciferin luminescence; Sentrin-specific protease 6 (Homo sapiens), Q9GZR1; AID 2599, 2010;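 active = inhibition above about 50% at the single tested dose, limit read from the data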;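 also: plate controls were DMSO wells with enzyme for no effect and DMSO wells lacking enzyme for full effect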
SENP7 inh: SENP7 protease inhibitors, primary screen, biochemical, luminescence, uHTS. 1.5% of 330,000 active. Sentrin-specific protease 7 (Homo sapiens), Q9BQF6. inhibition, % at 5 µM. recombinant SENP7, Z-RLRGG-aminoluciferin luminescence, 40 min. AID 434973, 2010;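 active = inhibition above about 50% at the single test dose, limit read from the data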;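 also: plate controls were DMSO with enzyme for no effect and no enzyme buffer wells for full effect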
Target sequence (Q9BQF6 706-1050 limits assumed): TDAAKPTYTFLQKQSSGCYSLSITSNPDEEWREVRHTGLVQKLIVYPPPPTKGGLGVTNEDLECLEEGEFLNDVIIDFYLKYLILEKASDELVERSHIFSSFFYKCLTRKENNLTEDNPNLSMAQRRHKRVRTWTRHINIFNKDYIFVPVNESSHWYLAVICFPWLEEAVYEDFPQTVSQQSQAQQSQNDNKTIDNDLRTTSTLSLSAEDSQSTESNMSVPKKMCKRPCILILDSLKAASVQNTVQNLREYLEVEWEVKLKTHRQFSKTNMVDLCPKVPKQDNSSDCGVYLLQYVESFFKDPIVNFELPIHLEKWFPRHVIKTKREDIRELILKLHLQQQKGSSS
PfG6PD inh: PfG6PD enzyme inhibitors, primary screen, biochemical, fluorescence intensity, uHTS | glucose-6-phosphate dehydrogenase-6-phosphogluconolactonase (Plasmodium falciparum 3D7) | PfGluPho enzyme, NADPH resazurin-diaphorase fluorescence | inhibition, % at 20 µM | 0.78% of 350,000 active | AID 504690, 2011;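 active = inhibition reaching at least a set limit at 20 µM in the primary screen, cut at about 59% in these data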;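 also: 0% = DMSO wells with substrate and 100% = DMSO wells lacking glucose-6-phosphate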
SENP8 block-1: SENP8 protease inhibitors, primary screen, biochemical, luminescence; AID 2540, 2010; 1.2% of 330,000 active; purified SENP8, Z-RLRGG-aminoluciferin cleavage; Sentrin-specific protease 8 (Homo sapiens), Q96LD8; inhibition, % at 10 µM; in the data active = inhibition above about 50%
Target sequence (Q96LD8 whole entry, looked up): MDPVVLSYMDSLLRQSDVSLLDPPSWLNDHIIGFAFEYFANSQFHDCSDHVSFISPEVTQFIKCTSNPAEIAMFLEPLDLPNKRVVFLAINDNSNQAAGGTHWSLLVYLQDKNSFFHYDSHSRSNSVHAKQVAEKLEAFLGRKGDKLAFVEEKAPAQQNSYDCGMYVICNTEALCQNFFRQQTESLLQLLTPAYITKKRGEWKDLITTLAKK
Apaf1 inhib: inhibitors of human Apaf-1 apoptosome, primary screen, biochemical, DEVD-Rh110 fluorescence, uHTS. reconstituted apoptosome caspase-3 activity. inhibition, % at 20 µM. AID 489030, 2010. 0.71% of 330,000 active; active = inhibition of at least 40% at 20 µM;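 also: plate controls were DMSO wells for no effect and DEVD-CHO caspase inhibitor wells for full effect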
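Medium: Hepes buffer, pH 7.5 / System: biochemical Apaf-1 apoptosome reconstitution / Measured by: Rh110 fluorescence, excitation 480 nm, emission 540 nm / Times: compound with Apaf-1, dATP, procaspase-3 30 min, then 50 min reaction, room temperature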
SENP8 block-2: human SENP8 protease inhibitors, primary screen, biochemical, fluorescence, Nedd8 protein substrate, uHTS; AID 602440, 2012; inhibition, % at 20 µM; recombinant SENP8; Sentrin-specific protease 8 (Homo sapiens), Q96LD8; 0.64% of 360,000 active; in the data active = inhibition mostly above about 40%, no sharp cut-off; inactive = mostly below about 27%
SENP1 FRET inh: human SENP1 catalytic domain inhibitors, primary screen, biochemical, FRET, uHTS; Sentrin-specific protease 1 (Homo sapiens), Q9P0U3; recombinant SENP1 catalytic domain, CyPet-SUMO1-YPet FRET cleavage; inhibition, % at 10 µM; 0.21% of 360,000 active; AID 624204, 2012;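 active = inhibition at least 30% at 10 µM, raw YFP signal under a set limit, fluorescence ratio 0.5 to 1.5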;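 also: 0% = enzyme with DMSO and 100% = no enzyme wells; some results filed as inactive read as strong as hits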
Target sequence (Q9P0U3 419-644 limits assumed): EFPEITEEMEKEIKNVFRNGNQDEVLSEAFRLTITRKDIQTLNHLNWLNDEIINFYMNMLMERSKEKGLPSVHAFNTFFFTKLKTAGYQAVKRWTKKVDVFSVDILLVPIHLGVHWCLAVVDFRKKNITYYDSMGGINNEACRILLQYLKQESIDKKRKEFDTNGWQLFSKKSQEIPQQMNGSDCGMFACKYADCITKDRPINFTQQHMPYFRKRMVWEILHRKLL
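Material – human SENP1 catalytic domain · Input – SENP1 enzyme, 20 pM final · Compound dosing – single concentration of 10 µM compound, 0.5% DMSO final · Timing – enzyme reaction for 50 min at room temperature, dark · Measured by – FRET fluorescence in CFP and YFP emission channels · Control set – no-enzyme wells low, DMSO-plus-enzyme wells high control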
HKDC1 inh: HKDC1 hexokinase inhibitors, primary screen, biochemical, fluorescence, uHTS. recombinant HKDC1, G6PDH/diaphorase resazurin coupled fluorescence. inhibition, % at 20 µM. 0.16% of 340,000 active;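 active = inhibition above about 35% when tested at 20 µM, limit read from the data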;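 also: plate controls were DMSO wells with enzyme for no effect and DMSO wells lacking enzyme for full effect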
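Material – in-house recombinant HK5 (HKDC1) enzyme · Quantity – HKDC1 at 5 µg/mL · Buffer or medium – pH 8.0 Tris buffer with 10 mM MgCl2 · Reagent – glucose with 1 mM ATP · Dosing – single 20 µM dose · Times – reaction time 90 min, room temperature, protected from light · Technique – resorufin fluorescence at 613 nm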
* hit, by the source's call; x = not tested or not shown.

Order of results – SENP6 block, SENP7 inh, PfG6PD inh, SENP8 block-1, Apaf1 inhib, SENP8 block-2, SENP1 FRET inh, HKDC1 inh
> COc1ccccc1C(=O)N1CCN=C1SC
    -5, 8, -4, -2, 5, 18, 2, 2
> Cc1ccc(S(=O)(=O)/C(C#N)=C/c2c(N3CCN(Cc4ccccc4)CC3)nc3ccccn3c2=O)cc1
    3, 3, -4, -13, 19, -134, -29, 1
> Cc1ccc2c(c1)nnn2C1CCN(C(=O)C23CC4CC(CC(C4)C2)C3)CC1
    1, 0, 13, -6, 15, 7, 3, -2
> CCOC(=O)N1C(=O)[C@@](CC)(c2ccccc2)N1C(=O)OCC
    -7, -2, 21, 0, -2, 24, 1, -5
> COc1ccc(C)cc1C1=Nc2ccccc2C1(C)C
    -5, 1, -9, 4, 16, -46, 1, -7
> CN(C)C1=NCCN1CCC1CCCCC1
    -2, -12, -10, -6, -3, 8, 1, 0
> O=Cc1ccc(-c2ccc(F)cc2)o1
    0, 4, -2, 11, -15, -15, 2, 3
> C=CCSc1cc(C)nc2c(-c3ccccc3)c(C)nn12
    -4, -7, 2, -5, -22, -36, 0, 2
> COc1ccc2c(c1)C(c1ccccc1)=NNC(c1ccco1)=N2
    -29, 2, -1, 4, -1, 2, 3, 12
> CCOC(CCNC(=O)c1cn(-c2cccc(C)n2)cn1)OCC
    -12, 5, -8, 2, -7, 16, 1, -6

Of the compounds above, these contain a furan ring, fused or not:
Order of results – SENP6 block, SENP7 inh, PfG6PD inh, SENP8 block-1, Apaf1 inhib, SENP8 block-2, SENP1 FRET inh, HKDC1 inh
> O=Cc1ccc(-c2ccc(F)cc2)o1
    0, 4, -2, 11, -15, -15, 2, 3
> COc1ccc2c(c1)C(c1ccccc1)=NNC(c1ccco1)=N2
    -29, 2, -1, 4, -1, 2, 3, 12

Back to the main list; the seven compounds before the break are reprinted first.
Order of results – SENP6 block, SENP7 inh, PfG6PD inh, SENP8 block-1, Apaf1 inhib, SENP8 block-2, SENP1 FRET inh, HKDC1 inh
> CCOC(=O)N1C(=O)[C@@](CC)(c2ccccc2)N1C(=O)OCC
    -7, -2, 21, 0, -2, 24, 1, -5
> COc1ccc(C)cc1C1=Nc2ccccc2C1(C)C
    -5, 1, -9, 4, 16, -46, 1, -7
> CN(C)C1=NCCN1CCC1CCCCC1
    -2, -12, -10, -6, -3, 8, 1, 0
> O=Cc1ccc(-c2ccc(F)cc2)o1
    0, 4, -2, 11, -15, -15, 2, 3
> C=CCSc1cc(C)nc2c(-c3ccccc3)c(C)nn12
    -4, -7, 2, -5, -22, -36, 0, 2
> COc1ccc2c(c1)C(c1ccccc1)=NNC(c1ccco1)=N2
    -29, 2, -1, 4, -1, 2, 3, 12
> CCOC(CCNC(=O)c1cn(-c2cccc(C)n2)cn1)OCC
    -12, 5, -8, 2, -7, 16, 1, -6
> COc1ccccc1CNC(=O)C1CCCN(S(=O)(=O)c2cccc3cccnc23)C1 (configuration not stated)
    3, -2, 10, -4, 1, 4, 1, 1
> CCOC(=O)c1ccc(-c2ccc(/C=N/NC(=O)c3cncc(Br)c3)o2)cc1
    -12, 4, 4, -2, 4, -414, -60, -3
> CN(CC(=O)Nc1ccc(F)c(Cl)c1)S(=O)(=O)c1ccc2c(c1)n(C)c(=O)c(=O)n2C
    -13, 13, 4, -1, 9, -78, 1, 1
> CCCOC(=O)Nc1ccccc1C(N)=O
    1, -11, -15, -8, -4, -31, 0, -5
> N=c1oc2cc(O)ccc2cc1C(=O)Nc1ccc(Cl)cc1
    55*, 7, 1, 54*, 11, -322, -21, -8
> COc1ccc(C(=O)NNC(=O)CSc2nnnn2C)cc1
    -25, -1, 8, -10, -3, 12, 3, -2
> COc1cc(C(=O)NNC(=O)COc2cccc(F)c2)ccc1OCC(=O)N1CCOCC1
    -1, 10, -8, 0, -2, 20, 2, -7
> CCN(CC(=O)NC1CCS(=O)(=O)C1)S(=O)(=O)c1ccccc1 (configuration not stated)
    7, 7, -8, -1, -5, 4, 3, 6
> COc1ccc2nc(CNC(=O)C3CCC(=O)N(CCc4ccccc4)C3)[nH]c2c1 (configuration not stated)
    -6, 14, -9, -8, 5, -62, -40, 0
> CN1CCN(C(=O)c2cc(Oc3c(F)c(F)c(F)c(F)c3F)cc(C(=O)N3CCN(C)CC3)c2)CC1
    8, -7, 5, -8, 0, 15, 1, -8

Some of these compounds in order of the PfG6PD inh value, smallest number first.
SMILES,PfG6PD inh
COc1ccc2nc(CNC(=O)C3CCC(=O)N(CCc4ccccc4)C3)[nH]c2c1 (configuration not stated),-9
CN(CC(=O)Nc1ccc(F)c(Cl)c1)S(=O)(=O)c1ccc2c(c1)n(C)c(=O)c(=O)n2C,4
COc1ccccc1CNC(=O)C1CCCN(S(=O)(=O)c2cccc3cccnc23)C1 (configuration not stated),10

Remaining list, next part.
Order of results – SENP6 block, SENP7 inh, PfG6PD inh, SENP8 block-1, Apaf1 inhib, SENP8 block-2, SENP1 FRET inh, HKDC1 inh
> CSc1nc2ccc(NS(=O)(=O)c3ccc(Br)s3)cc2s1
    -8, 1, -34, 0, -17, -6, -1, 0
> CN1CCC(=NNC(=O)CN(c2cccc([N+](=O)[O-])c2)S(=O)(=O)c2ccccc2)CC1
    11, 7, -6, 3, -1, 20, 1, 6
> COc1ccc(NC(=S)N2CCC(Cc3ccccc3)CC2)cc1OC
    -6, 2, -6, 3, 13, 3, 1, -1
> Cc1oc(-c2ccccc2)nc1C(=O)OCC(=O)NCc1ccccc1
    -11, -6, -10, 7, -9, -3, -9, -1
> CN(CCc1ccccc1)C1CCCN(C(=O)Cn2cccn2)C1 (configuration not stated)
    -1, -6, -8, -4, -6, 2, -4, -4
> NS(=O)(=O)c1ccc(CNC(=O)Cc2cccs2)cc1
    0, -9, 4, -1, 2, -6, 1, -3
> O=C(/C(Br)=C/Nc1cc(Cl)ccc1Cl)C(F)(F)F
    5, 6, -8, -4, -3, 16, -5, -3
> CC(C)CN(C(=O)COC(=O)CNC(=O)c1sc2ccccc2c1Cl)C1CCS(=O)(=O)C1 (configuration not stated)
    -15, -13, -7, -8, 9, 0, 0, -8
> Cc1cnc2cc(Cl)ccc2c1SCC(=O)O
    x, x, -16, x, x, 24, 2, 1
> O=C(Cc1ccc(F)cc1)N/N=C/c1ccc(-c2ccc(Cl)c(C(=O)O)c2)o1
    7, 13, -18, 6, 0, -83, 0, -2

(more compounds)
Order of results – SENP6 block, SENP7 inh, PfG6PD inh, SENP8 block-1, Apaf1 inhib, SENP8 block-2, SENP1 FRET inh, HKDC1 inh
> CCOC(=O)c1oc2ccccc2c1NC(=O)c1ccco1
    7, -3, -5, 8, 11, -16, -1, -2
> COc1cc(C(=O)Nc2ccc(C)cc2)c(-n2cnnn2)cc1OC
    -11, 0, -8, 2, -19, 5, 1, 0
> CCc1ccc(-c2nc(CS(=O)CC(=O)NCCN3CCCCCC3)c(C)o2)cc1 (configuration not stated)
    -15, 5, -9, -2, 17, 0, -22, 1
> CCOc1ccc(N(CC(=O)NC2CCCC2)S(=O)(=O)c2c(C)noc2C)cc1
    -8, 1, 2, 11, 1, 8, -1, -2
> O=C(COc1ccccc1)N1CCN(C(=O)c2cccs2)CC1
    -22, 1, -2, 0, 3, 18, 0, -6
> O=C(NCc1ccco1)NC1CCCCC1
    -4, 7, -3, 3, 3, 20, 3, 0
> Nc1cc(C(=O)OCC(=O)NCc2ccc(F)cc2)ccc1Cl
    8, 5, 0, 4, -5, -349, 3, -8
> Cc1ccc(-c2nnn(CC(=O)N(c3ccccc3F)C(C(=O)NC3CCCC3)c3ccncc3)n2)o1 (configuration not stated)
    -32, 4, -4, 8, 6, 5, -1, -5
> O=C(COc1ccccc1)N=C1SC2CS(=O)(=O)CC2N1c1ccccc1F (configuration not stated)
    3, -11, -11, -4, 4, 9, 1, -2
> COc1ccc(Cl)cc1C(=O)Nn1cnc2ccccc2c1=O
    -11, -7, -28, 0, 2, 1, 2, -4

(more compounds)
Order of results – SENP6 block, SENP7 inh, PfG6PD inh, SENP8 block-1, Apaf1 inhib, SENP8 block-2, SENP1 FRET inh, HKDC1 inh
> NS(=O)(=O)c1cccnc1Nc1c(Cl)cccc1Cl
    -17, -7, 9, -1, 5, 13, -2, -4
> CCOC(=O)CCP(=O)(O)C(O)(c1ccccc1)c1ccccc1
    -2, -6, 10, -4, 5, 14, 3, -12
> CCOc1c(C)cc2[nH]c(CCC(=O)O)nc2c1C
    -8, -1, 5, -2, 11, 11, -1, -2
> COc1ccc(N(CC(=O)NCCSc2ccccn2)S(=O)(=O)c2ccccc2)cc1OC
    5, 0, -11, 3, -4, 13, -2, -1
> CC(=O)Nc1ccc(OCC(O)Cn2nc(C)c(C(C)=O)c2C)cc1 (configuration not stated)
    -20, -9, -4, -2, -10, 12, 1, -6
> CCOC(=O)C1CCN(C(=O)Cc2cccc3ccccc23)CC1
    12, 3, -9, 7, -5, 28, 1, 5
> Cn1c(=O)c(=O)n(C)c2cc(S(=O)(=O)CCC(=O)Nc3ccc(C(F)(F)F)cc3)ccc21
    -3, -11, -2, -8, 21, -30, 2, -7
> N=c1c2c(-c3ccccc3)c(-c3ccccc3)n(Cc3ccccc3)c2ncn1CCO
    -15, -5, 4, -12, 24, 2, -5, 3
> CC(C)C(=O)N1CCC2(CC1)Oc1ccc(F)cc1C(=O)C21CC(c2cccnc2)=NO1 (configuration not stated)
    -9, 4, x, -12, 8, x, x, x
> CCn1c(CNC(=O)c2ccccc2F)nnc1SCC(=O)NC1CCCCC1
    7, 2, 8, 1, -9, 9, 0, -9

Carrying on.
Order of results – SENP6 block, SENP7 inh, PfG6PD inh, SENP8 block-1, Apaf1 inhib, SENP8 block-2, SENP1 FRET inh, HKDC1 inh
> C=CCNc1nnc(Cl)c2ccccc12
    -6, -7, 13, -14, -4, -31, 0, -2
> CS(=O)(=O)N1CCN(C(=O)Cc2cccs2)CC1
    3, 2, -6, -15, -7, 21, 1, -9
> CC(=O)OCCNc1nc(-c2ccccc2)nc2ccccc12
    -7, 4, -4, -3, -5, -26, -1, -9
> CC(=O)c1cccc(NC(=S)N2CCC(Cc3ccccc3)CC2)c1
    -22, 2, -11, 0, 4, -4, 1, 21
> N#CC1=C(N)C(C#N)(C#N)[C@H](c2ccncc2)[C@H]2CC3(CC=C12)OCCO3
    1, 9, -13, 5, -15, -29, 24, 6
> NC(=O)COC(=O)c1ccc2c(c1)S(=O)(=O)N=C1CCCCCN12
    -2, 1, 4, -4, -2, 26, 2, -9
> NC(N)=NN=C1c2ccccc2-c2ccccc21
    -8, -3, 4, 4, 6, 17, 4, -4
> CC(C(=O)Nc1ccccc1C(=O)N1CCOCC1)N(c1ccccc1)S(C)(=O)=O (configuration not stated)
    -12, 0, -8, 0, -3, 17, 1, -8
> O=C(CSc1nc2ccccc2[nH]1)NC(=O)NCc1ccco1
    12, 2, -4, -4, -2, 2, 2, -7
> O=S(=O)(Nc1ccc(Br)cn1)c1ccc(Cl)s1
    -12, 3, -10, -3, 3, -1, -10, 6
> O=C1CSC2=NCN(c3ccccc3)CN12
    -11, -9, -7, -2, 2, 23, -8, -1

Hits appear at their usual frequency; about 3.6% have a hit in one of these screens.
